NTR1 ag: NTR1-driven beta-arrestin-GFP spot formation – imaging, U2OS cells, high content, primary screen (AID 493036). P30989. agonist mode. activation, % at 20 µM. actives 0.17% (n = 330,000);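 active = activation at or above 40% of the spot to cytoplasm intensity ratio, with at least 20 cells analyzed; inconclusive = wells under 20 cells, flagged as cytotoxic or low count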;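 note: 0% = DMSO without peptide and 100% = 100 nM NTR1 peptide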
Target sequence (P30989 whole entry, looked up): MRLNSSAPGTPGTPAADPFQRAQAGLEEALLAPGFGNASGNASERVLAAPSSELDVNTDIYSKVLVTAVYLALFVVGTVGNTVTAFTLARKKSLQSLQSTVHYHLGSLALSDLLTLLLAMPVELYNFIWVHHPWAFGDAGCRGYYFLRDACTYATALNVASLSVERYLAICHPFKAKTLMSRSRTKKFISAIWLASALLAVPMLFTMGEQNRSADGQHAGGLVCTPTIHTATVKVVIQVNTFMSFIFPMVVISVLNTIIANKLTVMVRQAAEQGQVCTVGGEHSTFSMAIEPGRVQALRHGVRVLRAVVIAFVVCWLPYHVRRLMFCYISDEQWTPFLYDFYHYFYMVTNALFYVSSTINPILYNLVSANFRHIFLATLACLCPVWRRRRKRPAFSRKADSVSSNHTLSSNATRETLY
NS5 inhibitors: Dengue-2 NS5 methyltransferase inhibitors, primary screen, biochemical, confirmation dose response (AID 588689). actives 0.3% (n = 340,000). inhibition, % at 25 µM; hits with a dose series show IC50 in µM. Dengue-2 NS5 methyltransferase capping enzyme assay, biochemical; higher % means a stronger effect; in the data active = a potency from the dose series; inconclusive = inhibition above about 29% without an active follow-up result
AID2073: inhibitors of Mint1-CaV2.2 protein interaction, biochemical, HTRF (AID 2073) | HTRF protein-protein interaction, Mint1-CaV2.2; higher % means a stronger effect | inhibition, % at 20 µM; hits with a dose series show IC50 in µM | actives 0.19% (n = 290,000); in the data active = inhibition mostly above about 51%, no sharp cut-off; inconclusive = no clear call, values can overlap the other calls; inactive = mostly below about 53%; note: some results filed as inactive read as strong as hits
MgcRacGAP inhibition: MgcRacGAP GTPase-activating activity inhibitors, confirmation, biochemical, ADP Hunter fluorescence | inhibition, % at 30 µM; hits with a dose series show IC50 in µM | AID 624330 | MgcRacGAP-stimulated Rac1 GTP hydrolysis, ADP Hunter fluorescence; higher % means a stronger effect; GST-tagged Rac1 F28L mutant substrate | actives 0.6% (n = 340,000);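 active = first-screen hits whose inhibition reached a set limit at any dose in the follow-up dose series; inconclusive = inhibition above the set first-screen limit but never retested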;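 note: fluorescence reports GDP produced by GAP-driven GTP hydrolysis; strong numbers were not always called active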
West Nile antiviral: inhibition of WNV-induced cytopathic effect – cell-based, CPE readout (AID 1621); West Nile virus-infected cells, CPE inhibition; higher % means a stronger effect; CPE inhibition, % at 10 µM; hits with a dose series show IC50 in µM; actives 0.02% (n = 290,000); in the data active = a potency from the dose series; inconclusive = CPE inhibition mostly from about 3.7% at the one dose, without a potency; inactive = the rest, 99 in 100 with CPE inhibition below about 2.2%; note: strong numbers were not always called active
RSV antiviral HEp-2: RSV antiviral activity via CPE protection, HEp-2 cells, primary 10 µM value included (AID 2391); HEp-2 cells, RSV-induced CPE inhibition; higher % means a stronger effect; CPE inhibition, % at 10 µM, or IC50 in µM where a hit was titrated; actives 0.13% (n = 310,000); in the data active = a potency from the dose series; inconclusive = CPE inhibition mostly from about 23% at the one dose, without a potency; inactive = the rest, 99 in 100 with CPE inhibition below about 21%; note: strong numbers were not always called active
SV40 large T antigen: SV40 large T antigen inhibitors, biochemical (AID 1903); SV40 large T antigen ATPase/helicase inhibition assay; higher % means a stronger effect; inhibition, % at 20 µM; hits with a dose series show IC50 in µM; actives 0.39% (n = 310,000); in the data active = a potency from the dose series; inconclusive = inhibition mostly from about 32% at the one dose, without a potency; inactive = the rest, 99 in 100 with inhibition below about 32%; note: strong numbers were not always called active
K1F lysis inhibition: inhibition of K1F phage lysis, E. coli UTI89, bacterial capsule biogenesis inhibitors, alamar blue (AID 488966) | actives 0.02% (n = 340,000) | one-dose inhibition, % at 100 µM; IC50 in µM for titrated hits | E. coli UTI89 K1F phage lysis, alamar blue, 2 h; higher % means a stronger effect;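 active = phage lysis inhibition, versus mean bacterial control, above a set limit; inconclusive = no clear call, values can overlap the other calls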;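 note: capsule biogenesis inhibitors block K1F phage lysis so surviving cells raise fluorescence; higher fluorescence means more inhibition of phage lysis; actives were called in the ten point dose series up to 300 µM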
SIAH1 antagonists: Siah-1 peptide-binding antagonists, primary screen, biochemical, fluorescence polarization, rhodamine-plectin, uHTS (AID 1817). Siah-1 / rhodamine-plectin peptide fluorescence polarization; higher % means a stronger effect. displacement, % at 20 µM; hits with a dose series show IC50 in µM. actives 0.02% (n = 290,000);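 active = displacement of at least 50% at 20 µM, with a fluorescence ratio check between 0.3 and a set limit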;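 note: plate controls were Siah plus tracer with DMSO for no effect and tracer alone without Siah for full effect; strong numbers were not always called active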
NTR1 ag cell count 20 µM: recorded beside NTR1 ag, whose call it bears; cell count; measured here: cell count, cytotoxicity flag
NS5 inhibitors pilot replicate: further read-out of NS5 inhibitors, marked with its call; inhibition, %; measured here: pilot screen replicate inhibition
* = called active by the depositor; ? = inconclusive; · = not tested or not shown; [ ] = another dose, or the depositor's remark.

SMILES | NTR1 ag | NTR1 ag cell count 20 µM | NS5 inhibitors | AID2073 | MgcRacGAP inhibition | West Nile antiviral | RSV antiviral HEp-2 | SV40 large T antigen | K1F lysis inhibition | SIAH1 antagonists | others
Cc1ccc(C(=O)CCC(=O)OCC(=O)N(C)c2c(N)n(Cc3ccccc3)c(=O)[nH]c2=O)cc1 | -0.2 | 43 | -6% | · | -4% | · | -1.3% | 14% | 1.3%[50 µM] | ·
COc1ccc2nc(Nc3nc(C)c(C(C)=O)s3)sc2c1 | 4.5 | 75 | -16% | 17% | 8% | 0.6% | 8.7% | 8% | 0.1% | -6%
COc1ccc(/C(C)=N/NC(=O)CNC(=O)COc2ccccc2)c(OC)c1 | 0.9 | 46 | 2% | 6% | 11% | -0.4% | 1.4% | 7% | 0.2% | 12%
CN(C(=S)Nc1ccc(SC(F)F)cc1)c1ccc(O)cc1 | 2.0 | 67 | 43% | 56%* | 2% | ? | 0.3% | 22% | 0.6% | 90%
Cc1ccc(NC(=O)C2CCCN2C(=O)c2cccs2)cc1C (stereo unspecified) | -1.1 | 54 | 3% | · | 7% | · | 0.6% | · | 1.0%[50 µM] | ·
CCN(CC)c1ccc(Nc2nc(Cl)ncc2Br)cc1 | 3.0 | 95 | 4% | -23% | 50µM* | -1.4% | 11% | 29% | -0.2% | 1%
COC(=O)[C@]1(Cc2ccccc2)N[C@H](CN(C)S(=O)(=O)c2ccc(-c3ccccc3)cc2)[C@@H]2C(=O)N(C)C(=O)[C@@H]21 | -2.2 | 64 | -6% | · | 6% | · | · | · | 0.4% | · | NS5 inhibitors pilot replicate=-0.3
COc1ccc(Cl)cc1-c1nc(SCC(=O)NCCN2C(=O)CSC2=O)n[nH]1 | 1.3 | 40 | 1% | 11% | 9% | 0.3% | 1.9% | 4% | 5.0% | -2%
CC(Nc1ccc(Cl)cc1)c1cc(Cl)ccc1O (stereo unspecified) | 12 | 47 | -5% | 2% | 7% | 0.0% | 4.1% | -2% | -3.6% | 0%
CCCNCc1cc(Br)ccc1OCC(=O)NCCc1ccccc1 | 1.4 | 49 | -1% | 0% | -19% | -0.7% | 1.5% | 16% | 3.8%[50 µM] | 1%
CC(C)(C)c1ccc(C(=O)N2CCC(=O)N(C(CO)Cc3ccccc3)CC2)cc1 (stereo unspecified) | 5.8 | 61 | -8% | 4% | 3% | -0.9% | -0.1% | 8% | 1.6% | -6%
Cc1c(OCC(=O)N(C)C)ccc2c(-c3ccccc3)cc(=O)oc12 | 0.4 | 95 | -3% | 0% | 6% | -0.5% | 2.7% | 22% | 0.2% | 0%
CCc1ccc(NC(=O)CSc2ccc(-c3ccco3)nn2)cc1 | -1.5 | 75 | -10% | 23% | 6% | -0.6% | 12% | 10% | 0.0% | 3%
O=C(Nc1nccs1)C1CCCN(S(=O)(=O)c2cccnc2)C1 (stereo unspecified) | 1.3 | 62 | -3% | -1% | 7% | -0.2% | 0.4% | 0% | 3.3% | 1%
CCc1ccccc1NC(=O)c1ccc2snnc2c1 | -0.7 | 59 | -1% | 4% | 1% | 0.6% | 1.9% | 0% | 1.0%[50 µM] | -1%
O=C(Nc1cnccn1)C1c2ccccc2Oc2ccccc21 | -0.3 | 76 | -6% | -5% | 6% | -0.1% | 1.3% | 16% | 9.2% | 0%
CCOC(=O)c1sc(NC(=O)CSc2nc(-c3ccco3)cc(C(F)(F)F)n2)c(C(=O)OC)c1C | -1.0 | 59 | -4% | 10% | 4% | -0.5% | 2.3% | 20% | 1.8% | 0%
O=C(O)c1ccccc1-c1ccccc1C(=O)Nc1ccc2c(c1)[nH]c(=O)c1ccccc12 | · | · | 9% | ? | 10% | 1.1% | -1.1% | 15% | 0.1% | 3%
Cc1c(/C=N/NC(=O)c2ccccc2O)c2ccccn2c1C(=O)c1ccc(F)cc1 | 114* | 59* | -3% | 19% | 5% | ? | ? | 6% | 2.1%[50 µM] | -10%
CCCS(=O)(=O)N1CCC(C(=O)NCC2CCCO2)CC1 (stereo unspecified) | 1.0 | 37 | -6% | -4% | 12% | 0.0% | -0.5% | -1% | -0.3% | 1%

Reprinted from the part before: five compounds, then new ones.
SMILES | NTR1 ag | NTR1 ag cell count 20 µM | NS5 inhibitors | AID2073 | MgcRacGAP inhibition | West Nile antiviral | RSV antiviral HEp-2 | SV40 large T antigen | K1F lysis inhibition | SIAH1 antagonists | others
O=C(Nc1cnccn1)C1c2ccccc2Oc2ccccc21 | -0.3 | 76 | -6% | -5% | 6% | -0.1% | 1.3% | 16% | 9.2% | 0%
CCOC(=O)c1sc(NC(=O)CSc2nc(-c3ccco3)cc(C(F)(F)F)n2)c(C(=O)OC)c1C | -1.0 | 59 | -4% | 10% | 4% | -0.5% | 2.3% | 20% | 1.8% | 0%
O=C(O)c1ccccc1-c1ccccc1C(=O)Nc1ccc2c(c1)[nH]c(=O)c1ccccc12 | · | · | 9% | ? | 10% | 1.1% | -1.1% | 15% | 0.1% | 3%
Cc1c(/C=N/NC(=O)c2ccccc2O)c2ccccn2c1C(=O)c1ccc(F)cc1 | 114* | 59* | -3% | 19% | 5% | ? | ? | 6% | 2.1%[50 µM] | -10%
CCCS(=O)(=O)N1CCC(C(=O)NCC2CCCO2)CC1 (stereo unspecified) | 1.0 | 37 | -6% | -4% | 12% | 0.0% | -0.5% | -1% | -0.3% | 1%
O=C(CSc1nncn1-c1cccnc1)N1CCOCC1 | -0.5 | 81 | 1% | 0% | 9% | -0.7% | 2.8% | 7% | 0.4% | 19%
COc1cccc(CNS(=O)(=O)c2cc(-c3cc(C)no3)ccc2C(C)C)c1 | 4.5 | 62 | 0% | -8% | 8% | -0.5% | 11% | 12% | 0.7% | 6%
O=C1CCC(c2ccccc2)N1C(=O)c1cccnc1 (stereo unspecified) | 1.2 | 51 | 2% | -2% | 8% | · | -0.1% | 2% | 3.5% | -1%
Cc1noc(C)c1NC(=O)Nc1ccc2c(c1)C(=O)N([C@H](C)CO)C[C@H](C)[C@@H](CN(C)C(=O)NC1CCCCC1)O2 | -0.9 | 63 | -14% | · | 8% | · | · | · | 0.3% | ·
O=C(c1cc(Br)ccc1O)N1CCN(S(=O)(=O)Cc2ccccc2)CC1 | -1.6 | 71 | -2% | · | 4% | · | 0.9% | · | 0.2%[50 µM] | ·
O=C(COC(=O)c1ccc(S(=O)(=O)NCc2ccco2)cc1)NCC1CCCCC1 | -0.2 | 74 | 12% | 30% | -4% | -0.2% | 0.0% | 12% | -0.5% | -1%
COc1ccc(NC(=O)c2c(Cl)cnn2C)c(C)c1 | -0.3 | 75 | -4% | 11% | 11% | -0.2% | 7.0% | 72% | 0.1% | -3%
O=C(COc1cccc2cccnc12)N/N=C1\SCC(=O)N1CCc1ccccc1 | 2.0 | 63 | -2% | 1% | 9% | 0.2% | 12% | 0% | 0.5% | -2%
CN1CCN(c2nc(-c3ccc(Cl)cc3)cc(=O)[nH]2)CC1 | -0.3 | 73 | 4% | 1% | 16% | 0.2% | -0.5% | 8% | 1.9% | 2%
COc1cc(C(=O)NCCC(=O)NCc2c(F)cc(F)cc2F)cc(OC)c1OC | 1.9 | 46 | -14% | 10% | 1% | 0.1% | 0.3% | -1% | -0.3% | -6%
CN(C)c1nc(SCCOC(=O)COc2ccc(Cl)cc2Cl)nc(N(C)C)n1 | 3.3 | 48 | -3% | -1% | 3% | · | -1.3% | 2% | 4.2% | 1%
CC1=CC(=C(C#N)c2nc3ccccc3s2)C=C(C)N1c1ccc(F)cc1 | -0.5 | 39 | ? | 16% | 10% | -0.7% | 9.9% | -1% | -0.6% | 0%
COc1ccc(CC(=O)NC2CCS(=O)(=O)C2)cc1 (stereo unspecified) | 0.1 | 64 | -1% | · | 5% | · | -2.2% | 8% | 0.5%[50 µM] | ·
COc1ccc2c3c(c(=O)oc2c1OCC(N)=O)CCCC3 | 0.3 | 50 | -7% | 32% | 16% | 0.1% | 1.5% | 11% | 1.6% | -2%
COc1ccc(Nc2nc(-c3ccccc3O)nc3ccccc23)cc1 | 28 | 68 | -4% | 31% | 7% | -0.4% | ? | 2% | 0.3% | -4%
O=C(c1cccs1)N1CCC(c2nc3c(nnn3Cc3cccc(Cl)c3)c(=O)[nH]2)CC1 | 1.4 | 43 | -1% | 21% | -1% | 0.1% | 4.2% | 6% | -0.5% | -2%
CC1(C)SC(=S)N(/N=C/c2ccc(O)cc2)C1N(O)C(=O)Nc1ccc([N+](=O)[O-])cc1 (stereo unspecified) | 12 | 34 | -2% | -10% | 10% | 0.1% | 2.0% | 17% | -0.8% | 5%
Cn1cc(S(=O)(=O)N2CCC(Cc3ccccc3)CC2)c(=O)n(C)c1=O | -0.9 | 86 | -1% | 6% | 5% | -0.4% | 0.9% | 8% | -0.5% | 2%
CCn1cc(C(=O)NCc2ccc3c(c2)OCO3)c2cc(OC)c(OC)cc2c1=O | 1.5 | 91 | 4% | -6% | 10% | -0.2% | 0.2% | 5% | 1.8% | 3%
CCNc1cccc2c1C(=O)N(C)C2=O | 1.4 | 51 | ? | 16% | 2% | 0.4% | -1.4% | 9% | ? | 0%
COC(=O)N/C(C)=C1/NC(=O)c2ccccc2C(c2ccccc2)N1 (stereo unspecified) | 1.4 | 46 | 13% | 1% | 12% | -0.1% | 1.0% | 7% | -0.1% | 0%
O=c1oc2cc(O)c(Cl)cc2c2ccccc12 | -1.1 | 61 | -1% | 40% | 19% | -0.2% | ? | ? | 3.5% | 4%
c1cncc(-c2nc(NCc3ccco3)c3ccccc3n2)c1 | -0.1 | 106 | -3% | 2% | 2% | 1.4% | 1.1% | 19% | 0.1% | -3%
CC(CCO)Nc1nc2c([nH]1)c(=O)n(C)c(=O)n2C (stereo unspecified) | -0.8 | 43 | 1% | -1% | 7% | 0.9% | -0.5% | 1% | 0.8% | -3%
NCCCn1cnc2ccccc21 | -1.0 | 26 | -11% | -12% | 7% | -0.1% | 2.4% | 19% | 1.8% | 7%
O=C(Nc1ccc(Oc2ccccc2)cc1)N[C@@H](Cc1ccccc1)C(=O)O | 0.1 | 65 | 4% | 1% | 3% | 0.0% | 1.9% | 5% | 0.1% | 1%
Cc1ccccc1C(=O)N1CCN(c2nc(N3CCOCC3)nc(N3CCOCC3)n2)CC1 | -0.8 | 50 | 7% | -12% | -5% | -0.1% | 1.7% | 13% | -0.3% | 2%
O=C(Cn1cc([N+](=O)[O-])cn1)Nc1nc2ccccc2s1 | -2.2 | 62 | 1% | 4% | 14% | -0.3% | 0.3% | -3% | 0.2% | 1%

High-throughput results: PubChem BioAssay, several laboratories
